TLR9-MyD88 block – inhibitors of human TLR9-MyD88 binding | 340,000 compounds, 0.21% hits | CHO BLA complementation TLR9-MyD88, CCF4 FRET ratio | inhibition, % at 4.98 µM | AID 504734;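 active = inhibition above the mean over all tested compounds plus 3 SD, cut at about 21% in these data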;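 note: 0% = DMSO only wells and 100% = clavulanate BLA inhibitor control wells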
COUP-TFII inh – inhibitors of human COUP-TFII (NR2F2) | HEK293T NGFI-A luciferase reporter, luminescence | inhibition, % at 8.6 µM | 370,000 compounds, 0.7% hits | AID 686940;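 active = inhibition above a per-plate cutoff, mean inhibition of test wells between control levels plus 3 SD, cut at about 38% in these data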;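 note: cells cotransfected with COUP-TFII expression vector driving the NGFI-A reporter; 0% = median of COUP-TF2 test wells and 100% = reporter-only cells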
Target sequence (P24468 whole entry, looked up): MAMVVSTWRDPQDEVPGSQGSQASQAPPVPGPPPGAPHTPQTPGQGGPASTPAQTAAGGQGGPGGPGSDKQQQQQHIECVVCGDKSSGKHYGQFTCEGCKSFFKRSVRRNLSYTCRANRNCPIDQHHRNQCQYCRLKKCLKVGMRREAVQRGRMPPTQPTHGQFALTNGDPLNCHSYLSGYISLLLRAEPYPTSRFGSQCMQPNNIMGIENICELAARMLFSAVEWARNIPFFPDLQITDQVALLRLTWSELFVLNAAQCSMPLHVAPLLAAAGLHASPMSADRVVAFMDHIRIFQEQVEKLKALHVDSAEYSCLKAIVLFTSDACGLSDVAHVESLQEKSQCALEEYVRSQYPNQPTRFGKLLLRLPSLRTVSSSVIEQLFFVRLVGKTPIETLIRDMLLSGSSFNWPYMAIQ
NCOA3 inh – inhibitors of human steroid receptor coactivator 3 (SRC3) | Q9Y6Q9 | inhibition, % at 3.6 µM | 360,000 compounds, 0.17% hits | HEK293 GAL4-SRC3 luciferase reporter, luminescence;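 active = inhibition above a per-campaign cutoff, the mean of all compounds plus 3 SD, cut at about 60% in these data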;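 note: 0% = DMSO-treated cells and 100% = gossypol-treated cells at 36 µM; higher means less SRC3-driven luciferase light from the GAL4 reporter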
NCOA2 inhibitor – human SRC2 (NCOA2) inhibition. Q15596. HEK293 GAL4-SRC2 luciferase reporter, luminescence. inhibition, % at 9 µM. 370,000 compounds, 0.17% hits. AID 651957;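 active = inhibition above the mean inhibition of all tested compounds plus 3 SD, set per campaign, cut at about 52% in these data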;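 note: 0% = DMSO treated cells and 100% = cells given Gossypol at 36 µM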
TROY NFkB inh – blocks TROY-dependent signaling in reporter cells | Q293 LMP1-TROYcd NF-kB luciferase reporter, 4 h | inhibition, % at 10 µM | 360,000 compounds, 0.98% hits | AID 1347056;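 active = compounds whose plate-normalised and pattern-corrected inhibition of the luciferase reporter signal at the single screening dose is 50% or more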
SRC1 inh – inhibits human SRC1 coactivator | HEK293 GAL4-SRC1 luciferase reporter, luminescence | Q15788 | 360,000 compounds, 0.12% hits | inhibition, % at 3.6 µM;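 active = inhibition above the campaign mean plus 3 SD, with each screening campaign given its own cutoff, cut at about 60% in these data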;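 note: 0% = DMSO treated cells and 100% = gossypol at 36 µM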
ABHD5 PLIN5 PPI – ABHD5-PLIN5 protein interaction inhibition | inhibition, % at 4 µM | AID 602281 | Split G. princeps luciferase complementation, luminescence, 4 h | 360,000 compounds, 0.78% hits | Q00G26+Q8WTS1;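 active = inhibition above the mean inhibition across every tested compound plus 3 SD, cut at about 22% in these data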;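 note: 0% = DMSO only wells and the 100% control is not disclosed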
TWEAK Fn14 block – TWEAK-Fn14 signaling inhibition. TWEAK-stimulated Fn14 reporter cells, luciferase luminescence, 8 h. inhibition, % at 10 µM. 360,000 compounds, 2% hits; in the data active = inhibition above about 50%
NOD2-RIPK2 inh – blocks binding of human NOD2 to RIPK2 | O43353 | CHO BLA complementation NOD2-RIPK2, CCF4 ratio | inhibition, % at 4.98 µM | 360,000 compounds, 0.38% hits | AID 624267; in the data active = inhibition above about 21%;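 note: 0% = vehicle only and 100% = reference blocker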
Exocytosis inh – lytic granule exocytosis inhibition | 360,000 compounds, 0.66% hits | TALL-104 LAMP-1 surface exposure, flow cytometry; cells stimulated with thapsigargin and PMA | AID 651702 | inhibition, % at 10 µM;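 active = inhibition above about 55%, limit read from the data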
LRH-1 inv ag – inverse agonists of human LRH-1 (NR5A2); O00482; HEK293T StAR-luciferase reporter, LRH-1 transfected, 24 h; inhibition, % at 3.6 µM; 360,000 compounds, 0.13% hits; AID 602396;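 active = inhibition above the mean inhibition of all tested compounds plus 3 SD, cut at about 73% in these data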;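 note: 0% = DMSO wells and 100% = reporter-only cells lacking LRH-1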
Numbers without * were called inactive; x = not tested or not shown. A portion of the library; count on the stated rates, not on these rows.

SMILES	TLR9-MyD88 block	COUP-TFII inh	NCOA3 inh	NCOA2 inhibitor	TROY NFkB inh	SRC1 inh	ABHD5 PLIN5 PPI	TWEAK Fn14 block	NOD2-RIPK2 inh	Exocytosis inh	LRH-1 inv ag
NC(=O)c1cccnc1OCC(F)(F)F	-5	11	32	-12	0	-27	6	11	-6	4	13
COc1cccc(NC(=O)c2cc(S(=O)(=O)N3CCc4ccccc43)cn2C)c1	7	2	-4	3	17	-14	10	20	8	2	-11
O=C(Cc1cccs1)N1CCN=C1SCc1ccccc1Cl	-5	7	20	20	1	19	-2	-12	-18	-7	-16
CC(=O)NCCn1c(SCc2ccc(C)cc2)nc2ccccc2c1=O	5	-6	-13	5	4	-4	-5	1	-11	-6	0
COc1ccc(F)cc1COc1nc(C)nc2ccccc12	3	-4	2	-8	-24	-39	6	-16	5	6	9
O=C(COC(=O)c1ccccc1O)Nc1ncc(Cl)cc1Cl	6	-5	8	15	7	-8	-4	-5	0	1	0
Cc1ccc(OCCCC(=O)N(C)CC(=O)Nc2c(C)cccc2C)cc1	-17	-7	11	-9	1	8	0	-24	-5	-3	20
COc1ccc(Oc2ccc(/C=C/C(=O)c3cccc(OC)c3)cc2[N+](=O)[O-])cc1	-8	1	3	5	-1	-10	10	60*	-4	10	-1
CCNc1c(NS(=O)(=O)c2ccc(Br)s2)c(=O)oc2ccccc12	0	-5	22	-7	27	6	-8	49	-2	12	4
COc1cccc(C(C)NC(=S)NCc2ccc(Cl)cc2)c1 (stereo not given)	-2	-4	11	-10	2	8	-4	14	3	4	20
COc1ccc(N2CCOCC2)c(NC(=O)COc2cccc(C)c2)c1	-13	6	4	8	3	2	4	2	-1	22	-15
COc1ccccc1N(CC(=O)NCCSCc1ccco1)S(=O)(=O)c1ccccc1	-10	23	-21	30	16	-1	-6	31	-1	-11	-1
CCC1CCCCN1CCCNC(=O)CN1C(=O)COc2ccccc21 (stereo not given)	-2	6	-29	-7	-3	-5	3	10	-4	-12	-4
NS(=O)(=O)c1cccc(NC(=O)CN2C(=O)C(=O)N(Cc3ccccc3)C2=O)c1	-1	-14	-11	9	-21	2	7	0	0	0	8
CC(C)C(NS(=O)(=O)c1ccc2c3c(cccc13)C(=O)N2)C(=O)O (stereo not given)	-12	-1	4	-1	-1	-21	7	10	3	0	21
COC(=O)CCCC1=CC2=C(c3ccccc3)C(=O)C(C)(OC(=O)C3CCCC3)C(=O)C2=CN1CC(C)C (stereo not given)	-1	6	-19	-3	-4	-4	2	16	-1	0	-5
O=C(Nc1ccccc1)c1ccc(NCC2CCCO2)c([N+](=O)[O-])c1 (stereo not given)	1	-2	-3	-38	-59	-34	0	1	1	0	-40
COc1cc(/C=C/C(=O)OC2CC3CCC2(C)C3(C)C)ccc1O (stereo not given)	-5	15	-16	12	-50	-22	-9	8	13	0	-31
N/C(=N\O)c1cn(Cc2ccccc2Cl)c2ccccc12	-2	1	-5	20	-6	-25	10	-3	1	-2	-1
CC1CCCC(C)N1C(=O)c1cc(-c2ccco2)on1 (stereo not given)	-3	-1	-17	-15	-3	-18	15	-1	-10	-5	-18
COC(=O)C(C)n1cnc2c(nnn2-c2ccc(F)cc2)c1=O (stereo not given)	-6	-16	-12	9	-21	4	-12	-10	-5	0	-36
Cc1occc(=O)c1OCc1ccc(Cl)cc1Cl	-3	-15	10	-27	-14	-22	5	6	-3	5	3
CC(=O)Nc1cc(=O)c2cccnc2[nH]1	-8	-3	10	35	-14	4	-3	32	-6	-2	-4
CC(C)[C@H](NC(=O)c1ccccc1F)C(=O)Nc1nc2c(s1)CCCC2	4	-19	-12	-37	33	-17	-2	14	5	-2	-13
O=C1CN(C(=O)c2ccccc2)c2ccccc2N1	3	-16	9	2	-9	2	1	-14	2	1	9
COC(=O)c1cccc(NC(=O)CSc2nnnn2C)c1	-4	-10	-6	12	-15	-11	7	4	-14	7	-19
COCCNC(=O)c1c(N)n(/N=C/c2cccs2)c2nc3ccccc3nc12	3	3	-11	12	-20	2	7	47	0	2	6
COc1ccc(Cl)cc1N1Cc2ccccc2C1	-2	-6	-2	-5	18	-2	4	-5	-6	1	10
COc1cccc(CNS(=O)(=O)c2ccc3c(c2)CC(C)N3C(C)=O)c1 (stereo not given)	-8	-2	-6	-7	-13	2	-6	2	-1	16	12
COc1cccc(NC(=O)Cc2nnc(SCC(=O)NC3CCCCC3)n2C)c1	2	1	-6	-5	-15	-7	-4	-5	-6	7	21
O=C(Nc1ccncc1)c1cccc(S(=O)(=O)N2CCOCC2)c1	1	-3	-8	8	0	11	-5	2	-1	9	0
CCn1c(/C=C/c2ccccc2C)nc2ccccc2c1=O	7	-13	-16	4	-41	-16	2	-28	-1	17	-37
COc1cc(/C=N/O)cc(Br)c1OCc1ccc(Cl)cc1	6	5	10	-16	-46	-6	-9	18	1	1	16
CCOCC(=O)Nc1ccc(S(=O)(=O)N2CCOCC2)cc1	7	1	17	-20	-3	-4	-1	-3	0	2	0
Cc1ccc(NC(=O)Cn2nc(C)c3ccccc3c2=O)cc1	-1	2	-13	-9	x	4	-4	72*	11	-3	8
CC(C)Oc1ccc(CN2CCC(n3nccc3NC(=O)C3CC3)CC2)cc1	-8	12	1	11	-17	-2	-6	7	-1	-2	8
COc1ccc(Cl)cc1NS(=O)(=O)c1cn(C)nc1C	-9	4	-4	23	13	5	2	-10	0	-1	-5
COc1cc(NC(=O)Cc2nn(C)c(=O)c3ccccc23)cc(OC)c1	-14	37	23	3	40	-5	-7	30	0	0	20
CC(C)COP(=O)(c1ccc(N(C)C)cc1)C(O)c1ccccc1F (stereo not given)	-1	8	-6	-14	7	6	-4	0	5	4	1
Cc1ccc(C)c(S(=O)(=O)N2CCCOC2CNC(=O)C(=O)NCc2cccnc2)c1 (stereo not given)	7	7	13	-3	17	-3	0	2	-3	13	-8
COc1ccc(C(=O)NC(C)c2cccnc2)cc1S(=O)(=O)N(C)Cc1ccccc1 (stereo not given)	1	3	-1	-5	-5	-1	1	-25	7	6	-5
Cc1c(OCC(=O)OC(C)(C)C)ccc2c3c(c(=O)oc12)CCC3	-8	-14	17	-30	-2	-3	3	3	-8	1	6
COc1cccc(OCc2cc(C(=O)N3CCC(c4ccncc4)CC3)no2)c1	6	49*	18	18	14	3	-5	18	2	35	6
Oc1c(Br)cc(Br)cc1C=Nc1ccc2c(c1)OCO2	7	21	3	-44	-17	-1	2	0	-11	6	-4
COc1ccc(NC(C)=O)cc1S(=O)(=O)N1CCN(Cc2cccs2)CC1	8	-1	-2	4	13	3	10	-13	2	-4	17
O=C(NCc1ccco1)C(=S)N1CCCCC1	4	4	24	-21	1	11	-1	0	-1	2	-16
CCCCCC(=O)Nc1ccc(C(=O)COC(=O)c2ccccn2)cc1	9	-9	-11	0	-2	-16	5	-8	4	-1	-4
COc1ccc(NC(=S)Nc2cc(C(F)(F)F)ccc2F)cc1	6	8	7	-8	-29	-3	-16	2	-3	0	7
O=C(CSCc1ccc(F)cc1)NCc1ccc(F)cc1	-3	0	10	-25	3	-15	3	32	4	4	-1
CCOC(=O)C1=C(CSc2nc(C)ccc2C#N)OC(N)=C(C#N)C1c1cccc(OC)c1OC (stereo not given)	-5	3	13	2	-14	-9	-6	-14	-4	-2	8
Cc1noc(C)c1COc1ccc(C(=O)OCC(=O)Nc2cccc(S(=O)(=O)N3CCOCC3)c2)cc1	3	-13	10	-4	-8	-9	-2	-5	-1	2	11
O=C1c2ccccc2OC2(C=Cc3ccccc3O2)N1Cc1ccccc1 (stereo not given)	-6	-5	-3	-18	x	7	-1	76*	7	6	1

By substructure, the compounds so far containing fluorine (7)
SMILES	TLR9-MyD88 block	COUP-TFII inh	NCOA3 inh	NCOA2 inhibitor	TROY NFkB inh	SRC1 inh	ABHD5 PLIN5 PPI	TWEAK Fn14 block	NOD2-RIPK2 inh	Exocytosis inh	LRH-1 inv ag
NC(=O)c1cccnc1OCC(F)(F)F	-5	11	32	-12	0	-27	6	11	-6	4	13
COc1ccc(F)cc1COc1nc(C)nc2ccccc12	3	-4	2	-8	-24	-39	6	-16	5	6	9
COC(=O)C(C)n1cnc2c(nnn2-c2ccc(F)cc2)c1=O (stereo not given)	-6	-16	-12	9	-21	4	-12	-10	-5	0	-36
CC(C)[C@H](NC(=O)c1ccccc1F)C(=O)Nc1nc2c(s1)CCCC2	4	-19	-12	-37	33	-17	-2	14	5	-2	-13
CC(C)COP(=O)(c1ccc(N(C)C)cc1)C(O)c1ccccc1F (stereo not given)	-1	8	-6	-14	7	6	-4	0	5	4	1
COc1ccc(NC(=S)Nc2cc(C(F)(F)F)ccc2F)cc1	6	8	7	-8	-29	-3	-16	2	-3	0	7
O=C(CSCc1ccc(F)cc1)NCc1ccc(F)cc1	-3	0	10	-25	3	-15	3	32	4	4	-1

Assay outcomes deposited in PubChem by several laboratories.
